# Luc counter – counter-screen: inhibitors of Kinase-Glo firefly luciferase; Q27757; Kinase-Glo luciferase, ATP luminescence, 8 min; 200,000 compounds, 0.28% hits; Potency, µM (titrated, usually from 38.3 µM), inactives show top-dose activity change, negative = inhibition, actives largely listed as inhibitors; AID 1379; note: potency is the fitted concentration of half-maximal effect; % is set by controls: 0 for no effect and ±100 for the full control effect; nearly all actives have a fitted effect of over 60% in size
#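 Kinase-Glo luciferase light output from ATP and luciferin was measured with 10 uM ATP, within the enzyme's linear range. Buffer: 50 mM imidazole pH 7.2, 50 mM KCl, 7 mM MgCl2, 0.01% Tween 20, 0.05% BSA; luminescence read after 8 min at ambient temperature.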
# aGal spleen mod – alpha-galactosidase A (human) modulation | human spleen homogenate, 4MU-alpha-Gal fluorescence, 40 min | 240,000 compounds, 0.008% hits | Potency, µM (highest dose often 80 µM), inactives show at the highest dose activity change, negative = inhibition, most hits filed as inhibitors;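 note: potency is the fitted concentration of half-maximal effect; 0% = enzyme with vehicle and -100% = no enzyme basal signal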
#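 Inhibition or activation of alpha-galactosidase in human spleen homogenate is scored by 4-MU fluorescence after 40 min at 37C, pH 5.0, with 1 mM substrate. AC50s come from concentration-response fitted to the Hill equation.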
# Epigenetic reg – regulators of epigenetic silencing causing reporter derepression in mouse cells | Potency, µM (doses to about 53.9 µM), without a hit: at the top dose GFP activation, hits mostly activators | murine LDR cells, GFP reporter derepression, 30 h | 280,000 compounds, 0.2% hits; note: potency is the fitted concentration of half-maximal effect; % of control where 0% means no effect; nearly all actives have a fitted effect of over 60% in size
#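 Readout is the number of GFP-expressing murine LDR cells, counted by cytometry following washing. Cells were treated with compound for 30 h at 37 C; the stably integrated CMV-GFP locus is normally silent.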
# IMPase Li cell – cell-permeable IMPase inhibitors with lithium potentiation. CHO-M1 cells, IP1 TR-FRET (IP-One), carbachol + lithium. Potency, µM (top dose mostly 59.4 µM), for inactives: at the highest dose activity, negative = IMPase inhibition, usual class: inhibitors. 210,000 compounds, 0.35% hits;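 note: IP1 builds up when IMPase is blocked and the TR-FRET signal falls; potency is the fitted concentration of half-maximal effect; plate controls were basal vehicle for no effect and high inhibitor control for full effect; nearly all actives have a fitted effect of over 50% in size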
#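 CHO-M1, 2000 cells/well, 16–30 h culture; cpd + low Li+, 30 min 37C; lysis with d2-IP1/Eu-anti-IP1 Ab, 10 min RT; TR-FRET 665/620 ratio and 620 channel; AC50 via Hill.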
# CBFb RUNX1 block – CBF-beta/RUNX1 interaction disruption | AlphaScreen CBFb-His/RUNX1-biotin binding, biochemical | Q01196+Q13951 | 230,000 tested, under 10 active | Potency, µM (highest dose often 59.8 µM), inactives show top-dose activity, negative = inhibition, hits mostly inhibitors; note: % of control where 0% means no effect
# Target sequence (Q01196 whole entry, looked up): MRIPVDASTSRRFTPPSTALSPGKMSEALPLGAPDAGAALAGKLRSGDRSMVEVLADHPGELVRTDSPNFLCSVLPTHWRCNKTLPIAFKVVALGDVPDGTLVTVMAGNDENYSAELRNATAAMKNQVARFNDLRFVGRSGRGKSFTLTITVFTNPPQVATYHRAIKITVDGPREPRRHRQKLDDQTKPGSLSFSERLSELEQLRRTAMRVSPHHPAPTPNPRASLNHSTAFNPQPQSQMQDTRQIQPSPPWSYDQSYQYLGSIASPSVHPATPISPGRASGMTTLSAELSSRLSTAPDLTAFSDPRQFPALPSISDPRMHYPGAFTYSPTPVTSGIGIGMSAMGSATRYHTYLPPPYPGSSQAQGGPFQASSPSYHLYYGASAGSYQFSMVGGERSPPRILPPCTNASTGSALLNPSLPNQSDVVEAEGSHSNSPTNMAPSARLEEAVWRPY
# Target sequence (Q13951 whole entry, looked up): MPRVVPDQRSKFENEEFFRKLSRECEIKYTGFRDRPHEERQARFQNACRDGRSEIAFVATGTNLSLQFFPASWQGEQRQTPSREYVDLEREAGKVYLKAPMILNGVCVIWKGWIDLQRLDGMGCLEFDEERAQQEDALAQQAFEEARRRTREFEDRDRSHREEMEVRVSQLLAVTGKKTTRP
#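 Interaction loss through any mechanism counts as activity. Pre-formed complex of His-CBF-beta and biotin-RUNX1 (30 nM apiece) is incubated with compound 15 min, then with 50 ng nickel and 50 ng streptavidin beads for 90 min before AlphaScreen detection.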
# LMNA splice mod – changes lamin A minigene splicing in HeLa cells; HeLa LMNA splicing GFP/RFP minigene ratio, 48 h; Potency, µM (highest dose often 46.1 µM), inactives show at the highest dose ratio change, negative = inhibition, most hits filed as inhibitors; 200,000 compounds, 0.01% hits; active = well fitted inhibition curve with a large enough effect in the signal ratio, with a control signal flat, not every such curve was filed as active; inconclusive = small, poorly fitted or top-dose-only effect, or effect the other way, or a change in a side signal; the % refers to the signal ratio; note: potency is the fitted concentration of half-maximal effect; % is set by controls: 0 for no effect and ±100 for the full control effect
#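 S3 HeLa cells stably expressing lamin A-EGFP splicing minigene plus DsRed2, 600 cells/well, 48 h compound exposure at 37C. Laser-scanning cytometry; analysed as GFP (500-530 nm)/RFP (575-640 nm) total intensity ratio; 0.5% DMSO vehicle.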
# NPSR antag – neuropeptide S receptor (human) antagonism, cAMP; Q6W5P4; CHO-NPSR cells, cAMP TR-FRET, antagonist mode; Potency, µM (series often up to 38.3 µM), for inactives: at the highest dose activity change, negative = inhibition, hits mostly inhibitors; 220,000 compounds, 1% hits; AID 1461; note: potency is the fitted concentration of half-maximal effect; % is set by controls: 0 for no effect and ±100 for the full control effect; nearly all actives have a fitted effect of over 50% in size; many of its hits are not listed in these tables
# Target sequence (Q6W5P4 whole entry, looked up): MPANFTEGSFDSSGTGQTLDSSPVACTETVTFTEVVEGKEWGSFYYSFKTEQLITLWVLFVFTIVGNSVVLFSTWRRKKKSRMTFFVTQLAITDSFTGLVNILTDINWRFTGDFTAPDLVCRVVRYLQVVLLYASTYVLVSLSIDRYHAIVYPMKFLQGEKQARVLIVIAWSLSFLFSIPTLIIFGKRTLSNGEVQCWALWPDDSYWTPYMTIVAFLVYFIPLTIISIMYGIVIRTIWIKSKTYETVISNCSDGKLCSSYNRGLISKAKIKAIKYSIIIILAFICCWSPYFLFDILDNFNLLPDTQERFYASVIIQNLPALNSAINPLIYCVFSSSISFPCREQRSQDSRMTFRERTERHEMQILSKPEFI
# Active calls of the source: *; ? = inconclusive; . = no result given; & = joins results of further samples; [ ] = remark or other dose. Unless noted, calls come from the whole dose curve; as a rule, active = well fitted curve in the direction sought with a large enough effect; inconclusive = small, poorly fitted or top-dose-only effect, or another doubt; inactive = no such curve, though single readings can be large; an effect the other way counts as inactive or inconclusive. Some of the compounds tested (hit frequency here may not be typical).
SMILES,Luc counter,aGal spleen mod,Epigenetic reg,IMPase Li cell,CBFb RUNX1 block,LMNA splice mod,NPSR antag
CC(C)(C)c1ccc(Oc2ccc(NC(=O)C3CC=CCC3C(=O)O)cc2)cc1 (configuration not stated),5%,-4%,-3.5%,-19%,-10%,.,-25%
COc1ccccc1-c1nnc(SCC(=O)O)n1C,-1%,-2%,-0.8%,4%[38.3 µM],4%,10%,-3%[46.1 µM]
COc1ccc(/C=N/NC(=O)CNC(=O)c2ccc(S(=O)(=O)N3CCOCC3)cc2)cc1OC,2%,-7%,-3.0%,2%,7%,-3%,14%
Cc1ccc(Cn2ccsc2=NC(=O)CCl)cc1,-2%,-6%,0.0%,0%,0%,-1%[46 µM],-9%
CCOc1ccc(-n2cc(C(=O)NCc3ccco3)c3cc(OC)c(OC)cc3c2=O)cc1,-6%,-5%,-1.2%,-7%[38.3 µM],1%,9%,-3%[46.1 µM]
O=C1CCN1C1(C(=O)NC2CCCCC2)CCCC1,1%,-12%,0.0%,-4%,8%,-2%,14%
C=CCc1ccccc1OCC(O)CN1CCN(C(=O)OCC)CC1 (configuration not stated),-1%,-8%,-0.7%,14%[38.3 µM],1%,?,-16%[46.1 µM]
Cc1nc2ccccc2c(=O)n1CCN1CCOCC1,-3%,-24%,-5.5%,32%[38.3 µM],5%,2%,3%[46.1 µM]
N#CCCCN1C(=O)C(O)(CC(=O)c2ccc3c(c2)OCCO3)c2ccccc21 (configuration not stated),4%,-3%,1.3%,-12%[38.3 µM],4%,-13%,5%[46.1 µM]
N#C/C(=C/c1ccncc1)c1nc2ccccc2c(=O)[nH]1,.,6%,0.2%,.,0%,.,-8%
O=C(N1CCOCC1)C(F)(F)C(F)(F)C(F)(F)C(F)(F)C(=O)N1CCOCC1,1%,-3%,11%,-13%[38.3 µM],7%,3%,0%[46.1 µM]
Nn1cnc2sc3c(c2c1=O)CCC3,16%,-6%,0.0%,13%[38.3 µM],0%,8%,1%[46.1 µM]
Cc1sc(NC(=O)C2CCCCC2)c(C#N)c1-c1ccccc1,1%,0%,-3.1%,-12%[38.3 µM],1%,-9%,-23%[46.1 µM]
COc1ccc(Cl)cc1-c1nc(N)nc(NC2CCCCC2)n1,11%,3%,0.9%,5%,12%,4%,-9%
CCOC(=O)c1cc(CC)sc1NC(=O)c1ccc([N+](=O)[O-])c(N2CCOCC2)c1,-2%,-23%,?,-6%,-11%,-11%,11%
CCCCn1c(O)c(/C=C2\C=NN=C2c2ccccc2)sc1=S,-1%,-2%,?,14%,-19%,?,-49%
O=C(COC(=O)C1CC(=O)N(Cc2ccccc2)C1)Nc1ccc(Cl)cc1F (configuration not stated),2%,7%,-0.5%,3%,14%,?,16%
C=C(C)C1CC=C(C)/C(=N/NC(=O)COc2ccc(Cl)cc2)C1 (configuration not stated),1%,-2%,3.2%,2%,9%,2%,-54%
CC1CCCC(C)N1C(=O)CSc1nc2ccccc2s1 (configuration not stated),1%,-8%,-1.8%,42%[activator][38.3 µM],5%,-7%,-18%[46.1 µM]
COc1ccc(C2=NN3C(C2)c2ccccc2OC32C(=O)N(C)c3ccccc32)cc1 (configuration not stated),2%,5%,-7.0%,10%,-9%,-12%,?
O=S(=O)(/N=C(/Nc1ccccc1)c1ccccc1)c1cccs1,.,-5%,-0.9%,.,2%,-10%,-3%[46.1 µM]
Cc1cc(NC(=O)C(C)C)ncc1NC(=O)Cc1ccccc1,-8%,10%,-1.1%,-5%[38.3 µM],-1%,0%,-12%[46.1 µM]
Clc1ccc(Oc2cnns2)cc1Cl,4%,-5%,-0.1%,2%[38.3 µM],6%,0%,0%[46.1 µM]
CC(C)(C)OC(=O)N1CCN(c2ccc(CNC(=O)c3ccc(Cl)cc3)cc2)CC1,-2%,-13%,-1.1%,16%[38.3 µM],-6%,-19%,?
CCCOC(=O)C1[C@H]2C(=O)N(Cc3ccco3)C[C@]23C=C[C@H]1O3 (some centres not stated),-2%,4%,0.0%,-7%[38.3 µM],7%,-1%,-4%[46.1 µM]
CCOC(=O)CC(NC(=O)c1cccc2c1C(=O)N(Cc1cccnc1)C2)c1ccc(OC(C)C)cc1 (configuration not stated),.,5%,1.1%,5%,1%,.,-50%
O=C(NCCc1ccccc1)/C(=C\c1ccc([N+](=O)[O-])cc1)NC(=O)c1ccccc1,.,-2%,-1.0%,.,2%,-10%,-22%[46.1 µM]
COCC(C)N=Cc1c(O)[nH]c2ccccc12 (configuration not stated),-3%,1%,0.0%,30%[38.3 µM],7%,-2%,-6%[46.1 µM]
Cc1cc(NC(=O)CSC2=Nc3ccccc3C3=NC(Cc4ccccc4)C(=O)N23)n[nH]1 (configuration not stated),6%,5%,-1.1%,10%[38.3 µM],9%,-1%,-8%[46.1 µM]
NNC(=O)Cn1nnc(-c2ccc(C(F)(F)F)cc2)n1,.,3%,0.0%,.,7%,.,10%
CC(C)CC(=O)Nc1c2c(nn1-c1ccc(F)cc1)CSC2,2%,-1%,?,6%,4%[2.36 µM],1%,1%
Cn1c(N)c(C(=O)NCc2ccccc2Cl)sc1=S,1%,-4%,-0.9%,18%[38.3 µM],-15%,-14%,-1%[46.1 µM]
Cc1ccccc1C(=O)N1CCN(c2ccc(NC(=O)CSc3ccc(Cl)cc3)cc2)CC1,-4%,-4%,-0.9%,4%[38.3 µM],-8%,?,-26%[46.1 µM]
O=C(O)CC1(c2ccccc2)C(=O)c2ccccc2C1=O,-4%,17%,-3.1%,-13%[38.3 µM],6%,11%,-8%[46.1 µM]
COc1ccc(CNCC(=O)Nc2sccc2C#N)cc1,-4%,5%,-3.0%,-7%,-4%,-4%[46 µM],7%
Cc1oc2cc([N+](=O)[O-])c(O)c([N+](=O)[O-])c2c1C(=O)c1ccc(Cl)cc1,.,1%,0.5%,.,?,.,60%
CNC(=S)N(Cc1cc2cc(OC)c(OC)cc2[nH]c1=O)C1CCCC1,3%,2%,0.0%,-2%,5%,.,10%
CCOC(=O)c1oc2cccc(OC(C)=O)c2c1C,-2%,-7%,1.3%,12%[38.3 µM],-4%,3%,11%[46.1 µM]
Cc1cc(C(=O)COC(=O)CC2Sc3ccccc3NC2=O)c(C)n1-c1ccccc1 (configuration not stated),1%,-7%,-3.2%,12%,-24%,6%,-23%
CN(C)n1cccc1/C=C(\C#N)S(=O)(=O)c1ccc(Cl)cc1,.,-3%,-1.4%,.,-11%,.,-41%

# Some of these compounds in order of their number in IMPase Li cell, falling.
SMILES	aGal spleen mod	IMPase Li cell	CBFb RUNX1 block	LMNA splice mod	NPSR antag
Cc1cc(C(=O)COC(=O)CC2Sc3ccccc3NC2=O)c(C)n1-c1ccccc1 (configuration not stated)	-7%	12%	-24%	6%	-23%
CC(C)CC(=O)Nc1c2c(nn1-c1ccc(F)cc1)CSC2	-1%	6%	4%[2.36 µM]	1%	1%
CCOC(=O)CC(NC(=O)c1cccc2c1C(=O)N(Cc1cccnc1)C2)c1ccc(OC(C)C)cc1 (configuration not stated)	5%	5%	1%	.	-50%
CNC(=S)N(Cc1cc2cc(OC)c(OC)cc2[nH]c1=O)C1CCCC1	2%	-2%	5%	.	10%
COc1ccc(CNCC(=O)Nc2sccc2C#N)cc1	5%	-7%	-4%	-4%[46 µM]	7%

# An excerpt from above with just IMPase Li cell and Epigenetic reg:
compound	IMPase Li cell	Epigenetic reg
Clc1ccc(Oc2cnns2)cc1Cl	2%[38.3 µM]	-0.1%
COCC(C)N=Cc1c(O)[nH]c2ccccc12 (configuration not stated)	30%[38.3 µM]	0.0%

# The listing continues.
SMILES,Luc counter,aGal spleen mod,Epigenetic reg,IMPase Li cell,CBFb RUNX1 block,LMNA splice mod,NPSR antag
COCCN1C(=O)N[C@@H](CCc2ccccc2)C(C(C)=O)=C1C,0%&-3%,-4%&-1%,-1.1%&-1.0%,-5%&4%,-3%&-2%,?,-1%
CCOc1ccc(N2C(=O)C3C(C2=O)C3(c2ccccc2)c2ccccc2)cc1 (configuration not stated),2%,5%,-1.1%,7%,6%,?,-35%
S=C(NCC1CCCO1)N1CCN(c2nc(-c3ccc(Cl)cc3)cs2)CC1 (configuration not stated),-1%,3%,2.4%,26%,-6%,?,-23%
Cn1nc(Oc2nc(N3CCOCC3)nc(N3CCOCC3)n2)ccc1=O,-4%,11%,1.3%,-11%[38.3 µM],-4%,-11%,-3%[46.1 µM]
CCCCN(C)Cc1c(C)[nH]c2c(Cl)cccc2c1=O,-1%,1%,-2.0%,8%,5%,-11%,-16%[46.1 µM]
Cc1ccc(/C=N/N2CCN(c3ccccn3)CC2)cc1,3%,0%,-1.5%,-1%,-3%,?,-9%
COCCCN1C(=O)C(=O)/C(=C(/O)c2ccc(C)cc2)C1/C=C/c1ccccc1 (configuration not stated),4%,-9%,3.6%,-1%,-3%,-25%[46 µM],-31%
CCOc1ccc(N=C2NC(=O)C(CC(=O)O)S2)cc1 (configuration not stated),-1%,4%,-1.4%,-11%[38.3 µM],3%,2%,6%[46.1 µM]
CCOc1ccccc1NC(=O)/C=C/c1ccccc1[N+](=O)[O-],-3%,-3%,-1.1%,3%,-4%,?,-10%
COC(=O)C1=C(C)N(C)C(C)=C(C(=O)OC)C1c1ccc(Cl)cc1,-3%,-6%,1.5%,26%[38.3 µM],8%,-9%,?
Cc1nn2c(-c3ccco3)nnc2c2ccccc12,-3%,0%,-0.7%,-8%[38.3 µM],3%,?,-21%[46.1 µM]
CCOC(=O)c1ccc(/C=C2/C=C(c3ccccc3)N(c3ccc(Cl)c(C(=O)O)c3)C2=O)cc1,-6%,1%,0.0%,-3%,-8%,?,13µM*
COc1ccc(/C=C2\NC(=S)N(CC3CCCO3)C2=O)c(OC)c1 (configuration not stated),6%,-4%,-1.4%,5%[38.3 µM],-1%,11%,-14%[46.1 µM]
COc1ccccc1NC(=O)CSc1nnc(-c2ccncc2)n1CC1CCCO1 (configuration not stated),4%,4%,-1.0%,16%[38.3 µM],2%,-7%,-12%[46.1 µM]
COc1ccccc1C1=NOC(CN2C(=O)c3ccccc3S2(=O)=O)C1 (configuration not stated),.,9%,1.0%,.,2%,.,-5%
